From PubChem
DAX1 inh-1 – blocks DAX1 repression of SF-1 activated StAR promoter; HEK293T StAR-luciferase reporter, SF-1/DAX-1 repression relief; inhibition, % at 6.8 µM; 370,000 tested, 1.1% active; AID 652010;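 active = inhibition above the mean over all tested compounds plus 3 SD, cut at about 3.6% in these data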;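 note: 0% = DAX-1 cells with DMSO and 100% = cells lacking DAX-1 with DMSO; higher inhibition means more luminescence from relief of DAX-1 repression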
hgDAF12 agonist – hgDAF-12 agonism, primary luciferase screen | 370,000 tested, 1.8% active | HEK293 GAL4-hgDAF12 UAS-luciferase reporter, agonist luminescence; normalized to butyrate control | AID 687014 | activation, % at 6.8 µM;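 active = activation above a cutoff set at the mean of all screened compounds plus 3 SD, cut at about 10% in these data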;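 note: 0% = DMSO wells and 100% = sodium butyrate wells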
PG9 Ab binder – PG9 antibody binding by small molecule. 360,000 tested, 0.43% active. inhibition, % at 6.7 µM. AID 624416. TR-FRET gp120-PG9 antibody binding; in the data active = inhibition above about 8.5%
NPR1 activator – GC-A (human) enzyme activation; AID 1671463; HEK293 GC-A cells, cGMP TR-FRET, EC30 ANP; 0% at EC30 ANP, 100% saturating ANP; activation, % at 10 µM; 370,000 tested, 0.14% active; P16066; in the data active = activation above about 40%
DAX1 inh-2 – inhibits human nuclear receptor DAX1; P51843; HEK293 Gal4-DAX1 luciferase reporter, luminescence; inhibition, % at 6.75 µM; 340,000 tested, 0.99% active; AID 504766;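 active = inhibition above the mean over all tested compounds plus 3 SD, cut at about 4.2% in these data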;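 note: 0% = DAX1-transfected cells with DMSO and 100% = empty-vector control cells with DMSO; inhibition shows as a rise in luminescence from relieved DAX1 repression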
Target sequence (P51843 207-470 limits assumed): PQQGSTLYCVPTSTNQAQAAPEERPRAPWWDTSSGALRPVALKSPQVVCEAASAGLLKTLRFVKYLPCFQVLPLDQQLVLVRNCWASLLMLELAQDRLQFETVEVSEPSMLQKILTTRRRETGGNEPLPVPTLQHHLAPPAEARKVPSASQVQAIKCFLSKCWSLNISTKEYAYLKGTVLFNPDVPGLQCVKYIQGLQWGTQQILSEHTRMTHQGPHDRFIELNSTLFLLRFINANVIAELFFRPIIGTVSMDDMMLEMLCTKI
ADAM10 inh – inhibitors of human ADAM10; recombinant ADAM10, EDANS/DABCYL FRET peptide cleavage, 3 h; inhibition, % at 7 µM; 370,000 tested, 0.62% active; AID 720582;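 active = inhibition above a per-campaign cutoff equal to the mean of compounds falling between control-based bounds plus 3 SD, cut at about 20% in these data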;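 note: 0% = DMSO wells while the 100% control is not disclosed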
Target sequence (O14672 214-748 limits assumed): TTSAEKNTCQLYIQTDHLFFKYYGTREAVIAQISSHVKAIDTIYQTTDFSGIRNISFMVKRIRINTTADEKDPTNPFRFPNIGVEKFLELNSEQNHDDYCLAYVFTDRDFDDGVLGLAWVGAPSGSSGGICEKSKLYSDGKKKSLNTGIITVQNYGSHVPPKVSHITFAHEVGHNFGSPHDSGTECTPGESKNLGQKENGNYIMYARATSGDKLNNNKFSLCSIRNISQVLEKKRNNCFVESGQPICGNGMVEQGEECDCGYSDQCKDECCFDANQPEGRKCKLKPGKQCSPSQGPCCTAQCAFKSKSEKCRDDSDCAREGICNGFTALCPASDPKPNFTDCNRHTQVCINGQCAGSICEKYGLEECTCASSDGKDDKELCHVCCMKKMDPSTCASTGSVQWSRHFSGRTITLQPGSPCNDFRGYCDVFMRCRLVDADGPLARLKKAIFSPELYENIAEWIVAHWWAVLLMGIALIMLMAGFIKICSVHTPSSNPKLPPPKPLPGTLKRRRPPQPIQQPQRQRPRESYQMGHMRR
hcDAF-12 act – H. contortus DAF-12 activation, primary screen. HEK293 hcDAF-12 lit1-tk-luc reporter, luminescence; 0% DMSO, 100% Δ7-dafachronic acid. activation, % at 6.8 µM. 370,000 tested, 1.4% active. AID 652067;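 active = activation above the mean of all tested compounds plus 3 SD, cut at about 5.5% in these data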;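 note: 100% = response to 3 µM Δ7-dafachronic acid high control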
FXN GAA850 act – increases GAA850 frataxin promoter reporter activity; HEK293 lucGAA850 FXN promoter luciferase reporter, 24 h; percent of 10 µM SAHA response; activation, % at 6 µM; 360,000 tested, 0.56% active; AID 540364;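 active = activation above the average of all compounds screened plus 3 SD, cutoff fixed separately per campaign, cut at about 7.5% in these data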;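 note: 0% = DMSO wells and 100% = 10 µM SAHA wells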
SMARCA2 activ – SMARCA2 function activation, primary screen; 370,000 tested, 1% active; activation, % at 9.1 µM; AID 652017; MG213 cells, MMTV-luciferase reporter, dexamethasone, overnight; in the data active = activation above about 7.8%;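 note: 0% = vehicle wells and 100% = reference activator wells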
ADAM17 inh – inhibitors of human ADAM17 | P78536 | recombinant ADAM17, EDANS/DABCYL FRET peptide cleavage | inhibition, % at 6.95 µM | 370,000 tested, 0.83% active | AID 720648;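 active = inhibition above the mean of compounds lying between control limits plus 3 SD, set per campaign, cut at about 8.5% in these data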;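 note: 0% = DMSO-only wells as the low control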
ssDAF12 agonist – activators of S. stercoralis DAF-12 nuclear receptor. AID 652126. HEK293 ssDAF-12/GRIP1 lit1-tk-luc reporter, luminescence; % of 3 µM dafachronic acid response. activation, % at 6.8 µM. 370,000 tested, 1% active;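 active = activation above the mean over all tested compounds plus 3 SD, cut at about 0.9% in these data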;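 note: 0% = DMSO-only wells and 100% = 3 µM delta7-dafachronic acid wells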
* marks the source's active call; other numbers are inactive results; . = not tested or not shown.

SMILES	DAX1 inh-1	hgDAF12 agonist	PG9 Ab binder	NPR1 activator	DAX1 inh-2	ADAM10 inh	hcDAF-12 act	FXN GAA850 act	SMARCA2 activ	ADAM17 inh	ssDAF12 agonist
CN(Cc1c(F)cccc1Cl)C(=O)c1cccc(S(=O)(=O)N2CCN(Cc3ccccc3)CC2)c1	-1.7	-1.2	-1.0	-0.3	-0.1	2.9	-0.9	-1.2	-1.1	5.5	-0.3
CCN(c1ccccc1)S(=O)(=O)c1cccc(C(=O)Nc2ccc(C)cn2)c1	0.1	-2.3	-0.2	-4.5	-0.7	6.1	-2.0	-1.1	-1.7	3.2	-1.6
O=C1N/C(=C/c2ccc(N3CCOCC3)cc2)C(=O)N1Cc1ccc(F)cc1	0.1	-0.3	-0.9	0.1	1.9	-4.8	1.3	-2.0	0.1	0.8	-1.7
Cn1c2c(c(=O)n(C)c1=O)CN(CC1CCCO1)CN2 (configuration not stated)	0.1	-2.1	2.9	6.7	-0.1	-1.4	-1.1	-0.9	-1.3	-5.7	-1.0
COCCNC(=O)CN(c1cc(C(F)(F)F)ccc1Cl)S(C)(=O)=O	0.3	1.6	1.9	2.8	0.3	-0.5	0.7	1.6	1.5	2.7	-1.2
Cc1ccc(Sc2ncccc2[N+](=O)[O-])cc1	-0.5	-0.1	-0.2	2.1	0.3	-1.4	0.1	0.3	-1.9	-0.4	-1.2
CC1(C)CC(=O)C=C(c2ccc(COC(=O)c3ccc(-c4ccccc4)cc3)cc2)C1=O	-0.9	3.0	0.0	1.3	0.4	-9.2	2.4	1.5	-0.4	-6.5	-1.4
COc1ccccc1C(=O)COC(=O)C1CCN(S(=O)(=O)c2ccc(C)c(C)c2)CC1	-1.1	1.2	1.3	-8.3	0.1	-14.4	-1.0	0.7	1.7	-7.6	-0.2
Cc1ccc(C(CC(=O)N2CCNCC2)c2ccccc2)c(O)c1C (configuration not stated)	-0.2	-2.1	-0.3	-22.7	2.4	2.7	4.0	1.4	0.1	0.5	-1.3
COc1cc(NC(=O)c2ccc([N+](=O)[O-])cc2)ccc1NC(=O)C(C)C	0.4	2.6	0.8	-3.1	.	1.1	-0.5	1.2	0.0	-0.3	-1.5
[O-]C1=N/[N+](=C/c2ccc(Cl)c(Cl)c2)CC1	0.4	0.4	0.9	-7.0	-0.3	6.7	-0.2	4.0	0.1	0.3	-0.6
C[C@@H]1CN([C@H](C)CO)C(=O)CCCn2cc(nn2)CO[C@H]1CN(C)S(=O)(=O)c1ccc(Oc2ccccc2)nc1	0.7	-1.1	-0.1	1.7	0.7	-7.1	-0.4	-0.4	-2.1	0.7	-0.8
C[C@H](NC(=O)[C@H]1N2C(=O)c3ccccc3C2SC1(C)C)C(=O)NCC1CCCO1 (some centres not stated)	1.5	2.0	0.0	1.7	1.2	2.9	1.3	-1.9	-2.4	2.2	-1.2
CN(C)CCCNCC(=O)Nc1ccccc1N1CCOCC1	-0.1	1.7	1.8	4.8	-0.2	-3.9	-1.0	-0.3	-0.9	-4.7	-1.3
CCOc1ccc(CN2CCC(=O)NC2=O)cc1	0.0	0.2	-0.6	-2.1	1.9	2.2	-0.1	0.1	-2.1	0.5	-0.7
Cc1[nH]nc2c1C(Cc1ccccc1)C(C#N)=C(N)O2 (configuration not stated)	-0.1	-1.8	0.2	5.5	-0.3	0.6	-0.6	-2.2	-1.0	-6.1	-0.9
CN(CCN(C)C(C)(C)C)C(=O)C(c1ccccc1)c1ccccc1	0.0	0.7	-1.1	-9.8	0.8	5.2	1.6	0.3	-0.7	0.0	-0.4
CC[C@@H]1C=C(C(=O)O)[C@H](c2ccc(F)cc2)N1S(=O)(=O)c1ccc(C)cc1	0.3	1.5	-0.5	4.2	-0.7	-17.3	-1.7	-1.8	-1.6	-5.3	-1.1
c1coc(Cn2nnnc2CN2CCN(C3CCCCC3)CC2)c1	-0.6	-2.2	1.9	-1.1	0.4	3.5	-0.7	-0.5	-2.2	-6.2	-0.3
O=C(NCCN1C(=O)S/C(=C\c2ccc(F)cc2)C1=O)c1cccc(S(=O)(=O)N2CCOCC2)c1	0.0	-2.0	-0.9	-2.2	-0.4	0.3	-1.1	-0.2	-2.2	-3.2	-1.1
O=C(NCc1ccccn1)Nc1ccccc1F	2.4	-1.0	1.5	2.5	0.4	-4.1	4.2	0.9	-1.0	-1.1	-0.8
O=C(c1ccc([N+](=O)[O-])cc1)N1CCc2ccccc21	-0.3	-1.6	0.7	2.0	0.7	-3.8	-2.9	2.9	0.5	1.6	-0.8
FC(F)(F)c1nc(-c2cccnc2)ncc1-c1nnnn1-c1ccccc1	-1.1	-3.0	-0.5	-3.5	-2.0	-0.1	-1.9	-0.2	-3.5	-0.3	-2.0
CCc1nnc(SCC(=O)N2CCCc3ccccc32)nc1CC	-0.2	-1.5	-3.0	-2.3	-0.3	-3.8	-1.4	1.3	-2.8	4.3	-0.8
COc1c(Cl)cc(-c2noc(C)c2C(=O)NCc2ccccc2)cc1Cl	-0.2	0.1	-1.5	-5.0	0.4	-1.8	4.0	-0.1	-1.5	0.0	-1.6

Brought forward from above: two entries, followed by the next part.
SMILES	DAX1 inh-1	hgDAF12 agonist	PG9 Ab binder	NPR1 activator	DAX1 inh-2	ADAM10 inh	hcDAF-12 act	FXN GAA850 act	SMARCA2 activ	ADAM17 inh	ssDAF12 agonist
CCc1nnc(SCC(=O)N2CCCc3ccccc32)nc1CC	-0.2	-1.5	-3.0	-2.3	-0.3	-3.8	-1.4	1.3	-2.8	4.3	-0.8
COc1c(Cl)cc(-c2noc(C)c2C(=O)NCc2ccccc2)cc1Cl	-0.2	0.1	-1.5	-5.0	0.4	-1.8	4.0	-0.1	-1.5	0.0	-1.6
COc1ccc(C(=O)Oc2ccc(/C=N/NC(=O)Cc3ccc([N+](=O)[O-])cc3)cc2)cc1	0.2	-1.3	1.2	-7.8	2.2	-1.8	0.4	0.4	-1.0	-5.2	-0.9
CN(C)CCn1c(=S)[nH]c2ncccc2c1=O	0.2	3.9	-0.4	1.6	1.3	-34.0	-0.4	-0.7	0.4	-14.4	-0.8
COc1cccc(C(=O)n2c(SC)nc3cc4c(cc32)OCCO4)c1	1.0	5.5	-2.3	4.6	1.4	6.3	2.6	1.1	4.7	1.9	-0.1
Cc1cc2c3c(c1C)C(=O)C(=O)N3C(C)(C)CC2C (configuration not stated)	-0.1	-0.6	-2.7	2.8	-0.2	1.8	-0.1	2.2	1.6	-0.9	-0.7
Cc1ccc(OCCn2c(CCNC(=O)C3CCCCC3)nc3ccccc32)cc1	.	1.3	.	-17.9	.	-1.7	-2.9	.	.	-5.1	-1.8
CCCSc1nc2c(c(=O)[nH]c(=O)n2C)n1C	0.2	-1.8	-1.8	2.4	-0.9	-2.6	-0.1	2.4	-2.0	-3.9	-1.2
O=C(CC1C(=O)NCCN1CCCc1ccccc1)NCCc1ccccc1Cl (configuration not stated)	0.0	2.0	0.1	-6.7	-0.2	-21.1	0.7	-0.1	-3.8	-4.4	-0.6
Cc1cc(=O)oc2cc(OCC(=O)NCCCN3CCCC3=O)c(Cl)cc12	-2.5	-2.1	1.4	-4.5	0.5	-91.2	0.3	1.0	-0.3	-24.8	-1.2
CCCCn1c(N)c(N(CCC(C)C)C(=O)COC(=O)c2cccnc2SC)c(=O)[nH]c1=O	0.8	4.0	0.4	2.6	0.0	-9.9	-0.5	0.6	-0.4	-5.1	-0.9
CCn1nc(C(C)C)cc1C(=O)N1CCCC(CO)(Cc2ccc(F)cc2F)C1 (configuration not stated)	-0.7	0.5	-0.5	3.9	0.2	-6.0	-2.0	-1.8	-3.0	-1.8	-1.6
CCOC(=O)N1CCN(C(=O)C[C@@H]2C[C@@]3(C(=O)OC)CCCCC=C3N(CCc3ccc(OC)c(OC)c3)C2=O)CC1	-0.8	-0.7	0.6	1.5	.	-13.0	-2.0	.	-1.0	-5.2	-0.3
Cc1noc(C)c1S(=O)(=O)N1CCC(C(=O)NCCC2=CCCCC2)CC1	0.6	-0.3	1.2	0.7	-1.0	-1.2	-1.5	1.0	-2.3	-1.5	-0.8
Cc1cccnc1NC(=O)CNC(=O)C12CC3CC(CC(Cl)(C3)C1)C2	0.9	0.8	0.8	-0.1	2.7	-4.4	-0.1	0.0	-2.3	-2.9	-0.7
COc1ccc(OC)c(NC(=O)C2CCC(CNc3c(N4CCC(C)CC4)c(=O)c3=O)CC2)c1 (configuration not stated)	-0.5	-2.9	-0.6	-12.2	2.6	-15.5	-4.1	1.1	-4.5	-3.2	-0.8
COCCn1nnnc1C(c1ccc(OC)cc1OC)N1CCN(c2ccccc2F)CC1 (configuration not stated)	-0.9	-1.7	-1.3	-4.6	1.0	-2.3	-2.2	-1.1	2.1	-2.9	-0.8
Cc1cc(C)c(C(=O)COC(=O)CCn2c(C)csc2=O)cc1C	0.9	3.4	-1.7	-5.6	1.8	-7.7	0.2	2.5	3.0	-3.5	-0.5
CCCCOCCCNC(=O)N[C@H](C(=O)OC)C(C)C	-0.1	3.7	-0.1	2.5	0.7	3.6	-1.7	-3.3	2.1	-2.2	-1.2
Cn1c(=O)c2c(nc(SC3C(=O)CC(C)(C)CC3=O)n2C)n(C)c1=O	0.2	-3.5	-0.2	-0.1	1.0	4.7	-1.8	1.4	-0.1	0.1	-1.0
COc1ccc(-c2nnc(SCC(=O)c3[nH]c(C)c(C(C)=O)c3C)o2)cc1	-0.7	-1.1	-0.6	2.8	0.4	1.2	-2.6	-0.1	0.6	-2.4	-1.0
CN1C2=NC(c3ccc4ccccc4c3)CC(=O)N2/C(=C\c2ccccc2)C1c1ccccc1C(F)(F)F (configuration not stated)	.	-0.5	.	-14.1	.	-12.6	-1.5	.	.	-5.1	-1.4
CC(c1ccccc1)C1CC(=O)N(C2CCCCC2)C1=O (configuration not stated)	-0.1	2.6	2.1	6.5	1.9	-9.1	-0.6	1.5	-2.0	-3.4	-1.1
C=CCOc1ccc(-c2nc3c(c(=O)[nH]c(=O)n3Cc3ccccc3)n2CCCOC)cc1	0.0	-2.6	0.0	5.0	1.0	-14.2	-1.1	0.4	-0.1	-0.4	-1.0
CCOc1ccc2[nH]c(C)cc(=O)c2c1	0.3	3.9	1.5	1.8	1.5	-143.0	-0.1	-3.3	1.7	-33.1	-1.1
Cc1cc(=O)oc2cc(OCC(=O)Nc3nnc(C(C)C)s3)ccc12	0.5	-0.4	0.2	-2.9	-1.4	-224.4	-1.0	0.5	-0.9	-71.7	-0.8
CC(=O)c1ccc(S(=O)(=O)NC2CC(=O)N(c3ccc(C)c(C)c3)C2)cc1 (configuration not stated)	-1.4	-0.8	-0.3	2.5	-1.4	-1.4	-1.1	1.2	-1.1	-1.0	-1.5
C=CCN1C2=NCCCN2c2ccccc21	-0.5	1.8	1.6	-0.1	0.7	-2.1	-0.5	-0.6	2.2	-3.3	-0.6
CCOc1ccc(CCNC(=O)c2cc(-c3ccccc3)c(N3CCOCC3)s2)cc1OC	-4.0	-5.4	.	-1.8	.	1.4	-6.1	.	-2.5	-1.6	-2.3
CCOC(=O)c1[nH]c2cc(OC)c(OC)cc2c1NC(=O)c1nonc1C	-0.5	3.6	-0.9	-3.6	0.2	-0.1	0.2	-0.4	9.9*	-1.1	-1.5
O=C(COC(=O)c1ccc(Br)o1)NCc1ccccc1Cl	1.3	2.6	-3.7	2.5	1.4	-5.1	0.1	0.1	1.9	-0.5	-1.0
